LmPK inhibitor: qHTS Assay for Inhibitors of Leishmania Mexicana Pyruvate Kinase (LmPK) | Q27686 | purified LmPK, Kinase-Glo ATP luminescence, 1 h | Potency, µM (top dose mostly 57.5 µM), without a hit: at the top dose activity change, negative = inhibition, hits mostly inhibitors | 290,000 compounds, 0.37% hits; further: potency means the concentration at half of the fitted maximal effect
Target sequence (Q27686 whole entry, looked up): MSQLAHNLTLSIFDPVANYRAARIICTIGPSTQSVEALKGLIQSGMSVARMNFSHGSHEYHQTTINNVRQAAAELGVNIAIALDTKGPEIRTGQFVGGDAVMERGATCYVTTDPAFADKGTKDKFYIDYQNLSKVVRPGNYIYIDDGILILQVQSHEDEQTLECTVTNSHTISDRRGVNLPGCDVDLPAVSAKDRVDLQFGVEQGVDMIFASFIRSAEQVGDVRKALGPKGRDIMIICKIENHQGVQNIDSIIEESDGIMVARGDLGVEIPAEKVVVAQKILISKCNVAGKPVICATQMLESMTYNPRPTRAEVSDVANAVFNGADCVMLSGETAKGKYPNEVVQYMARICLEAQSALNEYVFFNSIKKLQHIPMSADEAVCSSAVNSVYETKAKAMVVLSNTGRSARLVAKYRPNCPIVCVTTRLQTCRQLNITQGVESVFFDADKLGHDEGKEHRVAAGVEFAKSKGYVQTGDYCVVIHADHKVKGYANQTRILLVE
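Pyruvate kinase activity monitored as ATP production (luciferase luminescence). Conditions: 0.1 nM enzyme, 0.5 mM PEP, 0.1 mM ADP, 1 h, RT; normalized against uninhibited and no-enzyme wells.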
HCMV inh: qHTS Assay for inhibitors of the human cytomegalovirus (HCMV); HFF cells, HCMV-luciferase reporter, 72 h; hits give low values; 410,000 compounds, 4.5% hits; activity change, negative = inhibition, % at 57.5 µM; in the data active means activity change below about -60%; inconclusive means no clear call, values can overlap the other calls; inactive means above about -39%
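HFF cells seeded 16 h at 37C, treated with compounds, infected with luciferase-reporter HCMV at MOI 1 PFU/cell; luciferase read at 72 h post infection, normalized to buffer-only and Salinomycin controls.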
AmpC no deterg: qHTS Inhibitors of AmpC Beta-Lactamase (assay without detergent); AmpC nitrocefin hydrolysis, absorbance 480 nm, 0.0001% Triton; Potency, µM (highest dose often 57.1 µM), without a hit: top-dose activity change, negative = inhibition, actives largely listed as inhibitors; 330,000 compounds, 0.52% hits; AID 485341, 2010;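 further: potency means the concentration at half of the fitted maximal effect; plate controls were no compound for no effect and no enzyme for full effect; nearly all actives have a fitted effect of over 20% in size; some results filed as inactive show a strong effect at the top dose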
Target sequence (P00811 whole entry, looked up): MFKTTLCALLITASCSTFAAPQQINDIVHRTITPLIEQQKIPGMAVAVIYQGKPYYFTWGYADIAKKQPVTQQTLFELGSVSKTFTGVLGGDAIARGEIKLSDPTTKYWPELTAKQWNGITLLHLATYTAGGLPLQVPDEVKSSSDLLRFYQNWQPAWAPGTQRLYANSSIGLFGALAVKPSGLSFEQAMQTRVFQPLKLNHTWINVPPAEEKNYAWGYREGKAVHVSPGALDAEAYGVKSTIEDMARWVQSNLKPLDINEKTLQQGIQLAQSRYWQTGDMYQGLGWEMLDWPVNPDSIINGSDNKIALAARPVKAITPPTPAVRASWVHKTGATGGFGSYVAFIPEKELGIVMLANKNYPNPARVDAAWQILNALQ
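20 mM phosphate pH 7.0 + 0.01% (detergent screen) or 0.0001% Triton X-100; 5.3 nM AmpC reagent; cpd preinc 15 min RT; nitrocefin (800 uM stock) to start; A480 q20 s × 4 min; Activity was normalised to no-enzyme and no-compound control wells.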
Sm TGR inh: qHTS Assay for the Inhibitors of Schistosoma Mansoni Peroxiredoxins | 360,000 compounds, 3% hits | Potency, µM (highest dose often 114 µM), inactives show at the top dose activity change, negative = inhibition, usual class: inhibitors | purified TGR, DTNB reduction, TNB absorbance 405 nm; further: potency means the concentration at half of the fitted maximal effect; nearly all actives have a fitted effect of over 60% in size
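TGR 20 nM + NADPH 100 uM (dispensed conc.), cpd preinc 15 min RT; start with NADPH (500 uM addition) then DTNB (15 mM addition). Kinetic TNB absorbance, 405 nm filter. Four-parameter Hill fit across titration.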
AMA1 RON2 block: qHTS for Inhibitors of AMA1-RON; Towards Development of Antimalarial Drug Lead: Primary Screen; Plasmodium falciparum AMA1 (3D7) - RON2 peptide interaction; AlphaScreen AMA1-biotinylated RON2 peptide binding; Potency, µM (doses to about 58.2 µM), without a hit: at the top dose activity change, negative = inhibition, most hits filed as inhibitors; 360,000 compounds, 0.2% hits; AID 720542, 2013;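 further: potency means the concentration at half of the fitted maximal effect; 0% = vehicle wells and -100% = peptide control; nearly all actives have a fitted effect of over 45% in size; some results filed as inactive show a strong effect at the top dose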
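AMA1 (3D7) with his tag at 25 nM final met compounds first, then biotinylated RON2 peptide at 25 nM; detection used donor plus acceptor beads, 10 µg/mL apiece, read by AlphaScreen after 30 min at room temperature.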
AmpC inh detg: qHTS Inhibitors of AmpC Beta-Lactamase (assay with detergent); P00811; AmpC hydrolysis of nitrocefin, absorbance 480 nm, 0.01% Triton; Potency, µM (highest dose often 114 µM), for inactives: at the highest dose activity change, negative = inhibition, usual class: inhibitors; 370,000 compounds, 0.041% hits;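 further: potency means the concentration at half of the fitted maximal effect; 0% = no-compound wells and -100% = no-enzyme wells; nearly all actives have a fitted effect of over 25% in size; some results filed as inactive show a strong effect at the top dose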
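20 mM phosphate pH 7.0 + 0.01% (detergent screen) or 0.0001% Triton X-100; 5.3 nM AmpC reagent; cpd preinc 15 min RT; nitrocefin (800 uM stock) to start; A480 q20 s × 4 min; Activity was normalised to no-enzyme and no-compound control wells.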
Tb PYK inh: qHTS of Trypanosoma Brucei Inhibitors; 410,000 compounds, 0.12% hits; TbPYK enzyme, Kinase-Glo Plus ATP luminescence, 45 min; pyruvate kinase (Trypanosoma brucei), Q57TT1; Potency, µM (titrated, usually from 76.8 µM), without a hit: at the highest dose activity, negative = inhibition, usual class: inhibitors; further: potency means the concentration at half of the fitted maximal effect; nearly all actives have a fitted effect of over 50% in size
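Activity of T. brucei pyruvate kinase was followed by Kinase-Glo Plus luminescence after the enzyme reacted 45 min at room temperature with 130 uM ADP (final) and substrate. Test compounds were added before ADP at multiple concentrations.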
* hit, by the source's call; ? = inconclusive; nt = no result given; [ ] = another dose, or the depositor's remark. Unless noted, the call rests on the fitted dose curve; in most records, active means well fitted curve in the direction sought with a large enough effect; inconclusive means small, poorly fitted or top-dose-only effect, or another doubt; inactive means no such curve, though single readings can be large; an effect the other way counts as inactive or inconclusive. Unless noted, on the % scale 0 is the no-effect control and ±100 the full control effect.

SMILES | LmPK inhibitor | HCMV inh | AmpC no deterg | Sm TGR inh | AMA1 RON2 block | AmpC inh detg | Tb PYK inh
Cc1cc(NC(=O)C2CC2)n(-c2nc3ccccc3s2)n1 | -1% | 44 | -22%[11.4 µM] | -3% | -2% | ? | -8%
COc1ccc(CCN=C(N)NS(=O)(=O)c2cc(F)ccc2F)cc1 | -1% | 9 | -26% | -2% | -17% | -15% | 8%
C=Cc1ccc(Cn2c(C)c(CNCCc3ccccc3C)c(C(=O)O)c2C)cc1 | nt | 6 | nt | -17% | nt | -5% | 3%
O=c1cc(-c2cccc3ccccc23)[nH][nH]1 | 8% | 26 | -43% | -13% | -3% | ? | 4%
Cc1cc(Oc2ccc(=O)n(C)n2)nc(SCC(N)=O)n1 | -1% | 25 | -2% | 0% | -9% | -1% | -16%
CCCN1Cc2cccc(C(=O)N3CCN(c4cc(Cl)ccc4C)CC3)c2C1=O | 1% | nt | 149%[activator] | -10% | 3% | ? | 5%
COc1ccc(CCN(C)C(=O)CSc2nc3ccccc3c(=O)n2CC2CCCO2)cc1OC (stereo not given) | nt | 7 | nt | nt | 11% | nt | -5%
Cc1ccc(Cl)c(OCC(=O)N2CCc3ccccc3C2)c1 | -1% | -9 | -3% | -2% | 12% | -9% | 2%
Cc1cc(OCC(=O)O/N=C(\N)c2ccccc2)ccc1Br | 3% | 13 | -26% | 2% | 28% | ? | 0%
CC(=O)Nc1ccc(-c2ccnc3c2CC(C(=O)Nc2cccnc2)O3)cc1 (stereo not given) | nt | 21 | nt | nt | -9% | nt | 1%
O=c1c(C=Nc2ccc(Oc3ccccc3)cc2)c[nH]n1-c1cccc(Cl)n1 | 1% | -65* | -17% | 0% | -2% | -8% | -9%
Cc1ccc(Cl)cc1NC(=O)c1cccc(OC(F)F)c1 | 1% | 19 | -17% | -3% | 9% | -7% | -5%
COCCn1nnnc1C(c1ccccc1OC)N1CCN(c2ccccc2)CC1 (stereo not given) | 2% | 25 | 58% | -31% | -4% | ? | 4%
O=C(NC(=S)Nc1ccc(CN2CCCCC2)cc1)c1ccco1 | 2% | -31 | -27% | nt | 5% | 5% | -1%
N=C1c2ccccc2CN1NC(=O)c1ccccc1 | -1% | 19 | -20% | -7% | 29% | -12% | 1%
CCC(=O)Nc1sc2c(c1C(N)=O)CCN(C(C)=O)C2 | 2% | 19 | -2% | 1% | -10% | ? | -2%
O=C(c1ccc(N2CCCS2(=O)=O)cc1)N1CCN(c2ccc(F)cc2)CC1 | 1% | -2 | 107%[activator] | 3% | 0% | -3% | 3%
O=C(O)c1ccc(/C=N/Nc2cccc(C(F)(F)F)c2)cc1 | 2% | 21 | -31% | -5% | 11% | -5% | -1%
CCN(CC)S(=O)(=O)c1cccc(C(=O)c2c(C)cc3ccccn23)c1 | 0% | -22 | 2% | -10% | -14% | 6% | -10%
COc1ccc(S(N)(=O)=O)cc1N(C)S(=O)(=O)c1ccccc1 | -4% | -28 | -20% | 9% | 15% | ? | -4%
CC(C)S(=O)(=O)c1csc(C(=O)NN)c1Cl | 2% | 31 | -41% | 0% | 17% | 4% | -4%
CCOC(=O)C1(C)CCN1C(=O)c1ccc(C(=O)OC)cc1 (stereo not given) | nt | 26 | nt | nt | 2% | nt | 3%
COc1ccc(C)cc1S(=O)(=O)N1CCN(C(=O)c2ncoc2-c2ccccc2C)CC1 | 4% | -15 | 78%[activator] | -2% | -5% | -1% | 6%
Cc1ccc(-c2csc3ncnc(SCc4ccc(C(=O)O)cc4)c23)cc1 | 3% | -13 | -32% | 11% | 75%[activator] | -6% | -5%

Next part (two carried over from the part before).
SMILES | LmPK inhibitor | HCMV inh | AmpC no deterg | Sm TGR inh | AMA1 RON2 block | AmpC inh detg | Tb PYK inh
COc1ccc(C)cc1S(=O)(=O)N1CCN(C(=O)c2ncoc2-c2ccccc2C)CC1 | 4% | -15 | 78%[activator] | -2% | -5% | -1% | 6%
Cc1ccc(-c2csc3ncnc(SCc4ccc(C(=O)O)cc4)c23)cc1 | 3% | -13 | -32% | 11% | 75%[activator] | -6% | -5%
CCOC(=O)Nc1ccc2nc(-c3cscn3)[nH]c2c1 | nt | 47 | nt | nt | 8% | nt | -11%
Cc1ccc(C(=O)Nc2ccc(O)cc2C(=O)O)cc1 | -14% | 8 | 0% | 7% | -11% | 0% | -9%
COCCn1c(Cc2ccccc2)nnc1SCC(=O)N1CCOCC1 | -6% | -21 | -13% | ? | -3% | 1% | 1%
CCN1CCN(c2nc(Nc3cccc(F)c3)nc(N)c2[N+](=O)[O-])CC1 | 6% | 42 | -22% | 13% | -4% | 4% | 3%
CCOC(=O)c1cc(S(=O)(=O)N2CCc3ccccc32)cn1C | 2% | -39 | 9% | 8% | 5% | -3% | 2%
Cc1noc(C)c1S(=O)(=O)NCC(=O)O | 2% | -27 | -8% | 5% | -18% | -6% | 3%
COc1ccc(C(=O)N2c3ccccc3C=CC2C#N)cc1 (stereo not given) | 1% | 101 | -21% | -31% | -2% | ? | 5%
Clc1ccccc1-c1ccc(/C=N/n2cnnc2)o1 | -2% | -26 | 1% | -3% | -3% | -21% | 2%
O=C(CN1C(=O)NC(c2ccccc2)(c2ccccc2)C1=O)NCC(=O)Nc1ccc(F)cc1 | nt | 50 | 17% | -3% | -3%[11.6 µM] | ? | -2%
CCC1CCCCN1CC(=O)c1c(C)[nH]c2ccc(OC)cc12 (stereo not given) | 2% | 10 | -12% | ? | 0% | 2% | -1%
COc1ccc(-c2cc(CCC(=O)N3CCN(c4cc(C)ccc4C)CC3)[nH]n2)cc1 | nt | -36 | 42% | nt | -5% | nt | -2%
O=C(N/N=C/c1c(O)n(Cc2ccco2)c(=O)[nH]c1=O)c1ccccc1O | 15% | -7 | -28% | ? | -23% | 2% | -14%
CCOc1ccc(S(=O)(=O)N2CCN(C(=O)Cc3n[nH]c(=O)c4ccccc34)CC2)cc1 | nt | -28 | 1% | 8% | 8% | -14% | -16%
N#C/C(=C\c1ccc(-c2cccc(Cl)c2)o1)C(=O)Nc1cccc2cccnc12 | 20% | 41 | -5% | ? | 121%[activator] | -6% | 9%
O=C(NCc1ccco1)c1ccc(Cl)c(S(=O)(=O)Nc2ccccc2)c1 | 2% | -6 | -41% | -29% | -2% | 7% | -11%
COc1cc2c(cc1OC)C(c1cc(OC)c(OC)c(OC)c1)C1(O)C(=O)OCC1(O)C2 (stereo not given) | nt | 4 | nt | nt | -9% | nt | 15%
Cn1nc(NC(=O)C2CCC2C(=O)O)c2c(F)cccc21 (stereo not given) | 1% | 100 | -10% | 0% | -3% | -1% | -4%
COc1ccccc1-c1n[nH]nc1C1=CC(=O)CC(C)(C)C1 | nt | -5 | nt | nt | -18% | nt | 9%
COc1ccc(C(CNC(=O)COc2c(C)cc(C)cc2C)N2CCOCC2)cc1 (stereo not given) | nt | 0 | 277%[activator] | -2% | 70%[activator] | 3% | 7%
O=C(c1ccc(F)cc1Cl)N1CCN(S(=O)(=O)c2cccs2)CC1 | 0% | 11 | 3% | 13% | 22% | -6% | 3%
Clc1ccc(-c2c[n+](Cc3ccc(Br)cc3)c3n2CCCCC3)cc1 | -1% | -68* | 49% | 5% | 6% | 3% | -5%
Cc1ccccc1C(=O)Nc1ccc(O)cc1C(=O)O | 0% | -3 | -21% | -4% | -3% | 1% | 4%
CCCNC(=O)C1(C)CCCN(C(=O)c2cc(C)n(C(C)(C)C)n2)C1 (stereo not given) | nt | -20 | nt | nt | 2% | nt | -2%
CCOc1ccccc1NC(=O)c1cc(=O)c2ccc(C)cc2o1 | nt | 13 | nt | 7% | nt | 6% | -3%
CCCCCOC(=O)NC1CCS(=O)(=O)C1 (stereo not given) | -6% | -36 | -10% | 0% | 3% | -1% | -10%
O=C(Nc1ccnn1C1CCN(Cc2cccc(OCCO)c2)CC1)C1CCOC1 (stereo not given) | 0% | 5 | 73%[activator] | -12% | 0% | 2% | 1%
COc1ccc(C2=C(C)C(=O)N(Cc3ccc(C(=O)NCc4ccc(C)cc4)cc3)S2(=O)=O)cc1 | nt | 4 | nt | -23% | nt | 9% | -4%
O=C(COc1ccc(Cl)cc1Cl)NCc1ccncc1 | 4% | -5 | 20% | -3% | 3% | -4% | 5%
Oc1c(Br)cccc1/C=N/c1ncn[nH]1 | -18% | -25 | -14% | 4% | -12% | -14% | -6%
CCn1c(CNc2cccc(Cl)c2)nnc1SCC(=O)OC1CCCCC1 | 0% | 34 | 4% | 0% | -1% | -11% | -2%
Cc1cc(N2CCN(c3ccccc3)CC2)n2cnnc2n1 | nt | -32 | nt | 5% | nt | 22% | -5%
O=C(COc1ccc2c3c(c(=O)oc2c1)CCCC3)N[C@@H](Cc1ccccc1)C(=O)O | -1% | -23 | -48% | -1% | 2% | ? | -5%
COc1cccc(NC(=O)Cn2c(=O)n(Cc3ccc(C(=O)NCc4ccc(C)cc4)cc3)c(=O)c3ccccc32)c1 | nt | 29 | nt | 20% | nt | 1% | 1%
CCN(CC)CCn1c(SCC(=O)Nc2cccc(OC)c2)nc2c(sc3ccccc32)c1=O | 2% | -37 | 0% | -24% | -13% | ? | -1%
Cc1ccc2[nH]c3c(N4CCCCCC4)ncnc3c2c1 | 6% | nt | -53% | 2% | nt | 2% | nt
O=c1oc2ccccc2c(O)c1C(c1ccc([N+](=O)[O-])cc1)c1c(O)c2ccccc2oc1=O | 22% | -7 | -34% | 4% | -17% | ? | -13%
COc1ccc(NC(=O)CN(C)C(=O)c2oc3c(ccc4ccccc43)c2C)cc1 | nt | -19 | 38% | 6% | -5% | -9% | -2%
O=C1C=CC(c2ccccc2)(c2ccccc2)CC1 | nt | -34 | nt | nt | -4% | nt | 0%

Structures listed so far containing bromine (3):
SMILES | LmPK inhibitor | HCMV inh | AmpC no deterg | Sm TGR inh | AMA1 RON2 block | AmpC inh detg | Tb PYK inh
Cc1cc(OCC(=O)O/N=C(\N)c2ccccc2)ccc1Br | 3% | 13 | -26% | 2% | 28% | ? | 0%
Clc1ccc(-c2c[n+](Cc3ccc(Br)cc3)c3n2CCCCC3)cc1 | -1% | -68* | 49% | 5% | 6% | 3% | -5%
Oc1c(Br)cccc1/C=N/c1ncn[nH]1 | -18% | -25 | -14% | 4% | -12% | -14% | -6%
